Screening data from PubChem.
zVAD death inh – inhibitors of zVAD-triggered necroptosis, primary screen, L929 cells; AID 1377, 2008; viability rescue, % at 10 µM; 220,000 tested, 0.38% active; L929 zVAD necroptosis rescue, ATP luminescence, 24 h; with zVAD 60 µM;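 active means activation, scaled between plate controls, above about 75%, limit read from the data; inactive means activation under that limit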;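 further: 0% = zVAD with DMSO and 100% = DMSO alone without zVAD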
EBV gp42 inh – Epstein-Barr virus gp42 inhibitors, primary screen, biochemical, uHTS, fluorescence polarization | Glycoprotein 42 (Epstein-Barr virus (strain AG876)), Q1HVG2 | Fluorescence polarization binding assay, mP read-out | inhibition, % (tested at 21.74 µM) | 220,000 tested, 0.42% active | AID 1085, 2008; in the data active means inhibition above about 50%
Target sequence (Q1HVG2 whole entry, looked up): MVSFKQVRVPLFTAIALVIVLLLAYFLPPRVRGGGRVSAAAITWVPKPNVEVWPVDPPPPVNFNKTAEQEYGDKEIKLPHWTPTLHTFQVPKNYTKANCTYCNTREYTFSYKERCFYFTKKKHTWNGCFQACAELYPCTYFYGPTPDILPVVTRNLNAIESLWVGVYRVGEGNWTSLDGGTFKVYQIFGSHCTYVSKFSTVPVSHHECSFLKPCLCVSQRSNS
14-3-3 Bad inh – inhibitors of 14-3-3 zeta/Bad binding, primary screen, biochemical, TR-FRET, bovine 14-3-3 zeta; TR-FRET 14-3-3zeta/Dy647-pBad peptide displacement, 1 h; inhibition, % at 21.7 µM; 220,000 tested, 0.71% active; AID 781, 2007;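 active means inhibition above about 70%, limit read from the data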;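 further: 0% = full 14-3-3 plus peptide FRET controls and 100% = background without 14-3-3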
Target sequence (P63103 whole entry, looked up): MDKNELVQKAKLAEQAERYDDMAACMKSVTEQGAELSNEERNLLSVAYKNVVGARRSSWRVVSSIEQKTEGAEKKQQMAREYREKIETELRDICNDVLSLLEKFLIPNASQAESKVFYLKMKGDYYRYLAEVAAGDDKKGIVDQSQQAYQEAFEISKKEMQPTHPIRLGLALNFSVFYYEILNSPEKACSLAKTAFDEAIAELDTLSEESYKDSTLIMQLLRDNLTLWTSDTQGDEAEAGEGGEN
TbHK1 inh – Trypanosoma brucei hexokinase 1 inhibitors, primary screen, biochemical, G6PDH-coupled NADH absorbance, MLSCN library | recombinant TbHK1, G6PDH-coupled NADH A340 | hexokinase 1 [Trypanosoma brucei] | inhibition, % at 10 µM | 220,000 tested, 0.11% active | AID 1430, 2008;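 active means inhibition of 50% or more in the single-dose primary screen; inactive means inhibition below 50%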
p47phox inh – p47phox/p22phox peptide binding inhibitors, primary screen, biochemical, uHTS, NADPH oxidase regulatory subunit; fluorescence polarization, 2 h; AID 1274, 2008; Neutrophil cytosol factor 1 (Homo sapiens), P14598; inhibition, % at 24.7 µM; 220,000 tested, 0.53% active;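 active means inhibition above about 30%, limit read from the data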;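 further: 0% = p47phox with labelled peptide and 100% = labelled peptide alone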
Mdm2 ligase inh – MDM2-luciferase reporter signal enhancers, primary screen, MDM2 E3 ligase inhibitor project, cell-based, luminescence, 1536-well; E3 ubiquitin-protein ligase Mdm2 (Homo sapiens), Q00987; cell-based MDM2 ubiquitination luciferase reporter, 2 h; 0 = plate control, 100 = twice control, blank-subtracted; signal enhancement, % at 5 µM; 210,000 tested, 0.11% active; AID 1230, 2008;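 active means signal enhancement of 30% or more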;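 further: luminescence tracks abundance of the self-degrading MDM2-luciferase fusion protein; higher signal means inhibition of MDM2 E3 ligase activity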
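System: stable MDM2–luciferase fusion reporter cells / Input: 2000 cells seeded into each well / Schedule: 4 h settle plus 2 h compound, 37 °C / Compound: single-point 5 µM / Buffer or medium: cells held in DMEM / Benchmarks: control and blank well means / Evaluation: percent signal gain over controls, blank-subtracted / Measured by: luciferase luminescence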
Runt-CBFb FRET – inhibitors of RUNX1 Runt–CBFb binding, primary screen, biochemical, FRET, Cerulean-Runt, Venus-CBFb, uHTS; Runt-related transcription factor 1 (Homo sapiens) + Core-binding factor subunit beta …; Cerulean-Runt/Venus-CBFb FRET ratio 530/480, 1 h; inhibition, % at 20 µM; 220,000 tested, 0.46% active;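 active means inhibition over about 50% at 20 µM in the single-dose screen, limit read from the data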;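 further: 0% = DMSO wells and 100% = excess unlabeled CBFb competitor control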
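Measured by: fluorescence energy transfer, 422 nm excitation, 530/480 nm emission; test system: Cerulean-tagged RUNX1 Runt domain (FRET donor) fusion protein; buffer or medium: Tris pH 7.5 buffer with BSA; compound: one dose, 20 µM compound, 1% DMSO; times: two 1 h room-temperature incubations shielded from light; benchmarks: unlabeled CBFb 5 µM, positive control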
Hck Nef HTS – inhibitors of Nef-activated human Hck kinase, primary screen, biochemical, Z-Lyte FRET, 384-well, Hck-YEEI. Tyrosine-protein kinase HCK (Homo sapiens), P08631. Recombinant Hck-YEEI plus Nef, Z-Lyte FRET kinase assay. inhibition, % at 20 µM. 220,000 tested, 0.68% active. AID 463187, 2010;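 active means Hck-Nef kinase inhibition above about 50%, limit read from the data; inactive means inhibition below that limit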;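 further: 0% = DMSO with Hck plus Nef and 100% = Hck alone without Nef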
Target sequence (P08631 whole entry, looked up): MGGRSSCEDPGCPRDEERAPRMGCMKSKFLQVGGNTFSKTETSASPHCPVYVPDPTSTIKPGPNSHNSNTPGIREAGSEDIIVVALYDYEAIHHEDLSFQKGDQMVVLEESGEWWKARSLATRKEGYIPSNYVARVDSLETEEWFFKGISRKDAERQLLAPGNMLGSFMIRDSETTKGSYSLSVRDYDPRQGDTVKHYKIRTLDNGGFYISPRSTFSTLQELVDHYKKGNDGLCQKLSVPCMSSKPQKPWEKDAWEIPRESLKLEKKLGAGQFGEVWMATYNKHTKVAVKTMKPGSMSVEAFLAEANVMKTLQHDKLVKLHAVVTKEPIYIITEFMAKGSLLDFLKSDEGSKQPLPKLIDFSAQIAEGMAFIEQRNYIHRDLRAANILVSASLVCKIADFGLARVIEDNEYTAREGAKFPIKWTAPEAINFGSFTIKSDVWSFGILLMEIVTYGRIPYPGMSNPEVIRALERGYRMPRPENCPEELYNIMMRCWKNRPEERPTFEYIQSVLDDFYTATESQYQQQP
Runt-SMMHC FRET – inhibitors of RUNX1 Runt–CBFb-SMMHC binding, primary screen, biochemical, FRET, Cerulean-Runt, Venus-CBFb-SMMHC, uHTS. Runt-related transcription factor 1 (Homo sapiens) + Core-binding factor subunit beta …. Cerulean-Runt/Venus-CBFb-SMMHC FRET ratio 530/480, 1 h. inhibition, % at 20 µM. 220,000 tested, 0.74% active;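 active means mean inhibition across duplicate retests at 20 µM reaching about 50%, limit read from the data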;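 further: 0% = DMSO wells and 100% = wells with excess untagged CBFb-SMMHC; inhibitors lower the FRET ratio by blocking Runt binding to CBFb-SMMHC; some results filed as inactive read as strong as hits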
An asterisk follows results filed as active; [ ] = remark or other dose. Hits appear at their usual frequency, and some 3.2% of all compounds hit somewhere here.

For COc1cccc(/C(O)=C2\C(=O)C(=O)N(c3ccccn3)C2c2ccccc2OC)c1 (stereo not given) the results were zVAD death inh -0.3, EBV gp42 inh -5, 14-3-3 Bad inh 8, TbHK1 inh -15, p47phox inh 4, Mdm2 ligase inh -11, Runt-CBFb FRET 2, Hck Nef HTS 2 and Runt-SMMHC FRET -7.
`CC(=O)c1cc(C#N)c(NCc2cc(-c3ccccc3)no2)nc1C` gave zVAD death inh 0.1, EBV gp42 inh -12, 14-3-3 Bad inh -8, TbHK1 inh 1, p47phox inh -12, Mdm2 ligase inh -8, Runt-CBFb FRET -1, Hck Nef HTS 15 and Runt-SMMHC FRET -1.
Screening CS(=O)(=O)N(CC(=O)Nc1cccnc1)c1ccc2c(c1)OCCO2 returned zVAD death inh -0.1, EBV gp42 inh -15, 14-3-3 Bad inh 10[fluorescence artefact?], TbHK1 inh -7, p47phox inh -7, Mdm2 ligase inh -11, Runt-CBFb FRET -1, Hck Nef HTS 0 and Runt-SMMHC FRET -7.
For COc1ccccc1NC(=O)/C=C1\NC(=O)CS1 the results were zVAD death inh 0.9, EBV gp42 inh -21, 14-3-3 Bad inh -11, TbHK1 inh -30, p47phox inh -16, Mdm2 ligase inh -10, Runt-CBFb FRET 1, Hck Nef HTS 23 and Runt-SMMHC FRET 1.
`CCOC(=O)c1ccc(N2CSC3=C(C#N)C(c4ccc(OC)cc4OC)CC(=O)N3C2)cc1` (stereo not given) gave zVAD death inh 0.1, EBV gp42 inh -7, 14-3-3 Bad inh 4, TbHK1 inh -12, p47phox inh -9, Mdm2 ligase inh -9, Runt-CBFb FRET -29, Hck Nef HTS 0 and Runt-SMMHC FRET 28.
Screening Cc1ccccc1CSCC(=O)c1c(N)n(C)c(=O)n(C)c1=O returned zVAD death inh 0.5, EBV gp42 inh -1, 14-3-3 Bad inh -2, TbHK1 inh 0, p47phox inh 6, Mdm2 ligase inh 0, Runt-CBFb FRET -1, Hck Nef HTS 0 and Runt-SMMHC FRET 1.
`COc1cccc(C=N[C@@H](CO)[C@@H](O)c2ccc([N+](=O)[O-])cc2)c1O` gave zVAD death inh 0.6, EBV gp42 inh -5, 14-3-3 Bad inh -3, TbHK1 inh -21, p47phox inh -7, Mdm2 ligase inh -8, Runt-CBFb FRET -1, Hck Nef HTS -45 and Runt-SMMHC FRET -11.
Screening Cc1cc(Br)ccc1SCC(=O)OCC(=O)NC1CCCC1 returned zVAD death inh 0.4, EBV gp42 inh 14, 14-3-3 Bad inh -5, TbHK1 inh 0, p47phox inh 3, Mdm2 ligase inh -12, Runt-CBFb FRET 0, Hck Nef HTS -8 and Runt-SMMHC FRET -2.
For CCC(=O)Nc1ccc(S(=O)(=O)c2ccc(NC(=O)CC)cc2)cc1 the results were zVAD death inh 0.1, EBV gp42 inh -4, 14-3-3 Bad inh -1, TbHK1 inh -10, p47phox inh -14, Mdm2 ligase inh 14, Runt-CBFb FRET 2, Hck Nef HTS 5 and Runt-SMMHC FRET -6.
For c1ccc(CSc2nnc(Cc3ccccn3)o2)cc1 the results were zVAD death inh 1.0, EBV gp42 inh -9, 14-3-3 Bad inh -8, TbHK1 inh -4, p47phox inh -11, Mdm2 ligase inh 20, Runt-CBFb FRET -1, Hck Nef HTS 3 and Runt-SMMHC FRET 1.
Screening CC(C)CCNC(=O)C1CC(c2cccc(F)c2)=NO1 (stereo not given) returned zVAD death inh -0.8, EBV gp42 inh -9, 14-3-3 Bad inh -5, TbHK1 inh 4, p47phox inh -9, Mdm2 ligase inh -4, Runt-CBFb FRET 0, Hck Nef HTS 25 and Runt-SMMHC FRET 0.
CC(/C=C/c1ccc2c(c1)OCO2)=N/NC(=O)c1cccnc1 was read as zVAD death inh 0.6, EBV gp42 inh -15, 14-3-3 Bad inh -9[fluorescence artefact?], TbHK1 inh -29, p47phox inh -8, Mdm2 ligase inh 14, Runt-CBFb FRET -1, Hck Nef HTS 2 and Runt-SMMHC FRET 2.
For Cc1cc(OCC(=O)NC(C)C)cc(C)c1Cl the results were zVAD death inh -0.5, EBV gp42 inh -20, 14-3-3 Bad inh 7[fluorescence artefact?], TbHK1 inh 3, p47phox inh -4, Mdm2 ligase inh 3, Runt-CBFb FRET -1, Hck Nef HTS -4 and Runt-SMMHC FRET -1.
N/C(=N/OC(=O)c1ccccc1Cl)c1ncc([N+](=O)[O-])s1 was read as zVAD death inh 2.9, EBV gp42 inh -4, 14-3-3 Bad inh 1, TbHK1 inh -8, p47phox inh -1, Mdm2 ligase inh -6, Runt-CBFb FRET 3, Hck Nef HTS 16 and Runt-SMMHC FRET -1.
Screening O=C(NCc1ccco1)C(=O)NCC(c1ccco1)N1CCOCC1 (stereo not given) returned zVAD death inh 2.3, EBV gp42 inh 6, 14-3-3 Bad inh -12, TbHK1 inh 16, p47phox inh -4, Mdm2 ligase inh -7, Runt-CBFb FRET 1, Hck Nef HTS -13 and Runt-SMMHC FRET -2.
`Cn1cccc1-c1nc2ccc(NC(=O)c3ccc([N+](=O)[O-])cc3)cc2[nH]1` gave zVAD death inh -0.4, EBV gp42 inh 2, 14-3-3 Bad inh -20, TbHK1 inh -6, p47phox inh 4, Mdm2 ligase inh -17, Runt-CBFb FRET 5, Hck Nef HTS 0 and Runt-SMMHC FRET -1.
Screening Cc1ccc(CC(=O)Nc2ccccc2-c2ccccc2)cc1C returned zVAD death inh -0.4, EBV gp42 inh 14, 14-3-3 Bad inh -3[fluorescence artefact?], TbHK1 inh 42, p47phox inh -2, Mdm2 ligase inh -10, Runt-CBFb FRET -6, Hck Nef HTS 0 and Runt-SMMHC FRET 1.
Screening O=C(NC1CCCC1)C(c1c[nH]c2ccccc12)N(C(=O)Cn1nnc(-c2ccc(Cl)cc2)n1)c1ccccc1 (stereo not given) returned zVAD death inh 0.5, EBV gp42 inh -14, 14-3-3 Bad inh -3, TbHK1 inh -9, p47phox inh -6, Mdm2 ligase inh -11, Runt-CBFb FRET -3, Hck Nef HTS -1 and Runt-SMMHC FRET -6.
Screening CC(C)C(O)C1CCN(Cc2nc(Cc3ccccc3Cl)no2)CC1 (stereo not given) returned zVAD death inh 1.5, EBV gp42 inh 11, 14-3-3 Bad inh -14, TbHK1 inh -1, p47phox inh -5, Mdm2 ligase inh -9, Runt-CBFb FRET -2, Hck Nef HTS -16 and Runt-SMMHC FRET -1.
For COc1ccc(-c2nc3ccccc3s2)cc1 the results were zVAD death inh 0.4, EBV gp42 inh 4, 14-3-3 Bad inh -9, TbHK1 inh 1, p47phox inh 5, Mdm2 ligase inh -82, Runt-CBFb FRET 1, Hck Nef HTS 7 and Runt-SMMHC FRET -1.
For O=C(COc1cccnc1[N+](=O)[O-])NCc1ccco1 the results were zVAD death inh 0.4, EBV gp42 inh -15, 14-3-3 Bad inh -10, TbHK1 inh 0, p47phox inh 3, Mdm2 ligase inh -4, Runt-CBFb FRET 1, Hck Nef HTS 18 and Runt-SMMHC FRET 4.
Screening COc1c(C)cc(C(=O)C2CCCN(Cc3cccc4nccnc34)C2)cc1C (stereo not given) returned zVAD death inh -1.0, EBV gp42 inh -10, 14-3-3 Bad inh -6, TbHK1 inh -9, p47phox inh -7, Mdm2 ligase inh -31, Runt-CBFb FRET -3, Hck Nef HTS -3 and Runt-SMMHC FRET 1.
`O=C(c1cc2cc([N+](=O)[O-])ccc2s1)N1CCOCC1` gave zVAD death inh -0.2, EBV gp42 inh -20, 14-3-3 Bad inh -1, TbHK1 inh -9, p47phox inh -5, Mdm2 ligase inh -10, Runt-CBFb FRET 1, Hck Nef HTS 25 and Runt-SMMHC FRET 0.
Screening O=S(=O)(c1cc(Cl)ccc1Br)N1CCCCC1 returned zVAD death inh 0.1, EBV gp42 inh 4, 14-3-3 Bad inh -14, TbHK1 inh -5, p47phox inh -1, Mdm2 ligase inh -14, Runt-CBFb FRET 1, Hck Nef HTS 0 and Runt-SMMHC FRET -3.
Screening C=C(C)C(=O)Nc1cccc(C(C)=O)c1 returned zVAD death inh 0.3, EBV gp42 inh -13, 14-3-3 Bad inh -6[fluorescence artefact?], TbHK1 inh -12, p47phox inh -11, Mdm2 ligase inh -12, Runt-CBFb FRET -1, Hck Nef HTS -2 and Runt-SMMHC FRET -6.
Screening COc1ccc(/C(C)=N\n2cnnc2)cc1 returned zVAD death inh 1.9, EBV gp42 inh -5, 14-3-3 Bad inh -16[fluorescence artefact?], TbHK1 inh 3, p47phox inh -4, Mdm2 ligase inh -11, Runt-CBFb FRET 1, Hck Nef HTS 3 and Runt-SMMHC FRET 0.
Screening O=C1CCCC2=C1C(c1cccs1)CC(=O)N2c1ccc(F)cc1 (stereo not given) returned zVAD death inh 0.5, EBV gp42 inh 3, 14-3-3 Bad inh 6, TbHK1 inh 1, p47phox inh -1, Mdm2 ligase inh -11, Runt-CBFb FRET -1, Hck Nef HTS 23 and Runt-SMMHC FRET 2.
Cc1ccnc2c(N3C(=O)C4C5C=CC(C5)C4C3=O)cccc12 (stereo not given) was read as zVAD death inh 1.1, EBV gp42 inh -18, 14-3-3 Bad inh -2, TbHK1 inh 3, p47phox inh -4, Mdm2 ligase inh 0, Runt-CBFb FRET -2, Hck Nef HTS 3 and Runt-SMMHC FRET -4.
`CCOC(=O)C1=C(N)OC2=C(C(=O)CC(C)(C)C2)C1c1ccoc1` (stereo not given) gave zVAD death inh -0.4, EBV gp42 inh 1, 14-3-3 Bad inh -8, TbHK1 inh -1, p47phox inh 3, Mdm2 ligase inh -4, Runt-CBFb FRET 3, Hck Nef HTS 3 and Runt-SMMHC FRET -9.

A stretch taken from the entries so far, as a working copy:
Cc1ccnc2c(N3C(=O)C4C5C=CC(C5)C4C3=O)cccc12 (stereo not given) was read as zVAD death inh 1.1, EBV gp42 inh -18, 14-3-3 Bad inh -2, TbHK1 inh 3, p47phox inh -4, Mdm2 ligase inh 0, Runt-CBFb FRET -2, Hck Nef HTS 3 and Runt-SMMHC FRET -4.
`CCOC(=O)C1=C(N)OC2=C(C(=O)CC(C)(C)C2)C1c1ccoc1` (stereo not given) gave zVAD death inh -0.4, EBV gp42 inh 1, 14-3-3 Bad inh -8, TbHK1 inh -1, p47phox inh 3, Mdm2 ligase inh -4, Runt-CBFb FRET 3, Hck Nef HTS 3 and Runt-SMMHC FRET -9.
